hIAP act: human IAP activation; P09923; purified human IAP, CDP-Star luminescence, 30 min; hits give high values; 1 = vehicle-only enzyme, 0 = enzyme-free background; activation factor at 10 µM; actives 0.16% (n = 330,000);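 active = activation factor of the enzyme at least 2-fold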; also: the source names both 10 and 20 µM as test concentration; values of inactives mirror those of a sister screen read the other way
PfG6PD inh: PfG6PD (Plasmodium falciparum) enzyme inhibition; PfGluPho enzyme, NADPH resazurin-diaphorase fluorescence; inhibition, % at 20 µM; actives 0.78% (n = 350,000);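 active = inhibition reaching at least a set limit at 20 µM in the primary screen, cut at about 59% in these data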;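 also: 0% = DMSO wells with substrate and 100% = DMSO wells lacking glucose-6-phosphate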
ATG4B inh: blocks human ATG4B protease cleavage of LC3 substrate; Q9Y4P1; ATG4B cleavage of LC3-PLA2, NBD-HPC fluorescence, 1 h; inhibition, % at 8.33 µM; actives 0.51% (n = 340,000); in the data active = inhibition above about 40%
SENP1 FRET inh: blocks the human SENP1 SUMO protease catalytic domain. Q9P0U3. recombinant SENP1 catalytic domain, CyPet-SUMO1-YPet FRET cleavage. inhibition, % at 10 µM. actives 0.21% (n = 360,000). AID 624204;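 active = inhibition at least 30% at 10 µM, raw YFP signal under a set limit, fluorescence ratio 0.5 to 1.5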;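 also: 0% = enzyme with DMSO and 100% = no enzyme wells; some results filed as inactive read as strong as hits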
Target sequence (Q9P0U3 419-644 limits assumed): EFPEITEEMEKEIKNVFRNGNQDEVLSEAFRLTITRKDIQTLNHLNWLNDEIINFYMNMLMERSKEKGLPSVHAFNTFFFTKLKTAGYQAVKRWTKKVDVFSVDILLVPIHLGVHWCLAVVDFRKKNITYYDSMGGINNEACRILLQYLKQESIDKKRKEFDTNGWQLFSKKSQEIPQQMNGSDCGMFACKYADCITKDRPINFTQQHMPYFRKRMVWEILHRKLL
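system = hSENP1 catalytic domain, recombinant | reagent = SFCypet-SUMO1-SFYpet substrate at 25 nM | doses = one dose per compound, 10 µM, 0.5% DMSO | incubation = enzyme reaction for 50 min at room temperature, dark | measured by = FRET, CFP and YFP emission | controls = no-enzyme low, enzyme-DMSO high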
NR3A LBD binder: modulates the human NR3A ligand-binding domain; Tm shift relative to glycine control, % at 25 µM; NR3A LBD differential scanning fluorimetry, Tm shift; 0% = protein alone, 100% = glycine-bound protein; actives 2.5% (n = 340,000);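 active = melting temperature shift of at least 10% of the positive control shift, at one fixed dose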
SENP6 block: SENP6 protease inhibition. Recombinant SENP6 catalytic domain, aminoluciferin luminescence. inhibition, % at 10 µM. actives 1.8% (n = 330,000);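 active = inhibition above about 50% at the single tested dose, limit read from the data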;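 also: plate controls were DMSO wells with enzyme for no effect and DMSO wells lacking enzyme for full effect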
Target sequence (Q9GZR1 628-1112 limits assumed): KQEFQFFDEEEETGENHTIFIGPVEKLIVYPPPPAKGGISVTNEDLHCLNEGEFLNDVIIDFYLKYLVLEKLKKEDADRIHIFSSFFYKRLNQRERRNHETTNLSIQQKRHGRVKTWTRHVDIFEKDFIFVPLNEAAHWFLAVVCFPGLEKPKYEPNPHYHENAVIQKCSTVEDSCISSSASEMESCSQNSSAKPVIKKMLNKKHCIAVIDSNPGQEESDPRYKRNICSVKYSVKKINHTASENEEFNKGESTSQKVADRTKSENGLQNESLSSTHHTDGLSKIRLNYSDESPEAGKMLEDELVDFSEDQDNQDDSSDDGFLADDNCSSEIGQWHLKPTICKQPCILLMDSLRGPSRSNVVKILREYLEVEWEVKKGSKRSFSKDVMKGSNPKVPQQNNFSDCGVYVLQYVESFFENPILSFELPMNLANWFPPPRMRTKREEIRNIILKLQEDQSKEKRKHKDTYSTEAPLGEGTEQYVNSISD
SENP8 inh: blocks human SENP8 cleavage of Nedd8 substrate | Q96LD8 | recombinant SENP8, Nedd8 substrate fluorescence | inhibition, % at 20 µM | actives 0.64% (n = 360,000); in the data active = inhibition mostly above about 40%, no sharp cut-off; inactive = mostly below about 27%
Target sequence (Q96LD8 whole entry, looked up): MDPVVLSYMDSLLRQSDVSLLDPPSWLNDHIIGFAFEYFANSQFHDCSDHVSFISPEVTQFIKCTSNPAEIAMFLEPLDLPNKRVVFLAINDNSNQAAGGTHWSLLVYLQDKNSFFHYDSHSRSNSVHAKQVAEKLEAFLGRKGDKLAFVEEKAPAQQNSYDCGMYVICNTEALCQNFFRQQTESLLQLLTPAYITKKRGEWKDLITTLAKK
MPTP inh: blocks calcium-induced mitochondrial swelling; isolated mouse mitochondria, Ca2+ swelling absorbance, 30 min; inhibition, % at 10 µM; actives 1.4% (n = 360,000);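 active = inhibition of 50% or more, scaled per plate between neutral and stimulator controls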;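 also: 0% = DMSO wells given calcium and 100% = 1 mM EGTA wells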
Starred values were filed as active, the others as inactive; i = inactive; · = not tested or not shown.

SMILES	hIAP act	PfG6PD inh	ATG4B inh	SENP1 FRET inh	NR3A LBD binder	SENP6 block	SENP8 inh	MPTP inh
Cc1nc2ccccc2c(C)c1CC(=O)OC(C)C(=O)NC1(C#N)CCCCC1 (configuration not stated)	1	-9	-8	0	-2	-8	-6	-1.0
COC(=O)CN(c1ccc(OC)cc1OC)S(=O)(=O)c1ccccc1[N+](=O)[O-]	0.92	4	-11	1	-1	11	6	-0.7
Cc1ccnc(NC(=O)c2ccc(C(=O)c3ccccc3)cc2)c1	1.2	17	5	3	1	80*	-1	0.1
COC(=O)C1C2CCC(C2)C1C(=O)OCC(=O)c1ccccc1 (configuration not stated)	1.1	-4	-1	2	-1	-3	18	0.8
CC(=O)c1ccc(NC(=O)Cn2cnc(S(=O)(=O)N3CCc4ccccc43)c2)cc1	0.97	4	-3	1	2	9	25	0.8
Cc1ccc(F)cc1NC(=O)c1c(-c2ccccc2)noc1C	1.1	-2	-3	0	-1	-10	0	0.2
CCN(CC)S(=O)(=O)c1ccc(N2CCOCC2)c(NC(=O)c2ccccc2)c1	1.3	-5	6	0	0	-5	6	-0.2
CCOc1ccc(N2CC(C(=O)N3CCCCCC3)CC2=O)cc1 (configuration not stated)	0.89	-5	-5	2	4	-7	8	0.4
CCN(CC)CCn1c2c(c(SCC(=O)Nc3ccc(C(C)C)cc3)nc1=O)CCC2	1.2	-14	-5	1	·	-2	7	-2.7
COc1ccc(CN(C)C[C@@H]2OCc3cnnn3CCCC(=O)N([C@H](C)CO)C[C@H]2C)cc1	·	-2	·	-1	·	·	6	-0.5
COc1ccccc1Oc1nc([N+](=O)[O-])nn1CC(N)=O	1	-5	2	-1	1	8	16	0.2
COc1ccc(CNC(=O)CCCCCNc2nc(=S)[nH]c3ccccc23)cc1	1.1	-7	-1	4	-1	-16	7	-0.2
COc1cccc(C2c3c(oc4ccc(F)cc4c3=O)C(=O)N2CCCN2CCOCC2)c1 (configuration not stated)	0.81	1	-10	-3	-2	-17	-5	-1.3
CCCn1c(SCC(N)=O)nnc1C(C)C	0.88	-13	5	-1	-4	4	19	3.2
CCOc1cccc(CNCCSc2nnnn2C)c1	1.2	-11	2	1	-2	-11	20	-0.9
COC(=O)c1ccc(C2NC(=S)N(c3ccccc3)C(C)=C2C(=O)Nc2ccccc2OC)cc1 (configuration not stated)	1	-10	-3	2	3	-4	6	1.2
O=C(O)CSc1nnc(-c2ccc(Cl)cc2Cl)n1-c1ccc(Cl)cc1	0.98	6	4	1	-1	-8	14	0.8
O=C(NCCCn1cccn1)c1cc(COc2ccccc2)on1	·	-6	·	-3	·	·	3	-0.3
Cc1cc(NC(=O)CSc2nc3ccccc3cc2C#N)no1	0.83	16	-11	55*	-2	-10	-15	-1.0
CCOC(=O)Cc1csc(NC(=O)CCSc2ccccc2)n1	1.1	7	2	-2	1	-9	2	-0.8
O=C(O)CC(CC(=O)N1CCN(C(=O)c2ccco2)CC1)c1ccccc1 (configuration not stated)	1	-12	-5	3	-4	2	2	-0.8
O=C(CN1CCN(c2ccccc2F)CC1)NC(=O)NCc1ccccc1	0.96	-3	-3	1	-2	-10	17	-0.2
C[C@H]1CN([C@@H](C)CO)C(=O)CCCn2nncc2CO[C@@H]1CN(C)C(=O)c1ccccc1	·	4	·	-1	·	·	7	-0.9
COc1ccc(N(C(=O)CNS(=O)(=O)c2ccccc2)C(C(=O)NCc2ccco2)C(C)C)cc1 (configuration not stated)	1.1	-4	-4	4	-2	-9	-1	8.2
CCOCCn1ccc2c(OCC(=O)Nc3ccccc3OC)cccc2c1=O	0.92	12	-25	-1	1	-13	-98	1.4
O=C(NCCc1ccccc1)c1cccnc1	1	-17	-17	3	-1	-14	12	-4.0
CCOC(=O)c1ccc(NC(=S)N2CCCC2)cc1	1.1	-14	3	0	-1	-15	4	-9.2
Cc1cc(NC(=O)c2cccs2)n(-c2nc3ccccc3[nH]2)n1	0.99	-11	-5	-1	-3	-13	3	6.3
c1ccc(CN2CCC3CC2c2ccc(N4CCOCC4)cc23)cc1 (configuration not stated)	·	-5	·	2	·	·	-17	2.5
COc1ccc(C)cc1NC(=O)COC(=O)c1c(-c2ccccc2)noc1C	·	11	·	2	·	·	25	0.5
NC(=O)CSc1ncc(-c2ccccc2)[nH]1	1.1	8	-3	2	2	9	6	0.9
CCOCCCn1c(SCC(=O)Nc2cc(OC)ccc2OC)nc2ccccc2c1=O	0.95	6	5	-1	0	18	-19	-1.0
Brc1ccc2oc(-c3ccn[nH]3)cc2c1	1.1	4	-10	1	-10	36	9	4.1
N#CCSc1nc2c(cc1C#N)CCCCCC2	1	-14	-8	-6	1	-20	i	-1.8
O=C(COc1ccc(Cl)cc1)Nc1cnn(Cc2c(Cl)cccc2Cl)c1	1.1	3	-7	2	2	-1	9	1.4
CCN(CC)CCn1c2c(c(SCC(=O)Nc3ccc(F)c(F)c3)nc1=O)CCC2	0.97	-17	-3	-2	1	1	6	0.1
COc1ccc(NC(=O)c2ccc(NS(=O)(=O)c3cccc4cccnc34)cc2)cc1	1.1	0	-1	1	2	-2	6	1.1
CCOC(=O)C1CCCN(C(=O)c2cn(C)c3ccc(S(=O)(=O)N4CCCC4)cc3c2=O)C1 (configuration not stated)	0.82	-1	0	2	-5	-4	4	-2.7
CCOc1ccc(S(=O)(=O)Nc2ccc(S(=O)(=O)N3CCCCC3)cc2)cc1	0.86	-28	-10	3	-2	0	13	9.4
COc1ccc(/C=N/OCC(=O)N(Cc2ccc(OC)cc2)c2ccccc2C(=O)O)cc1	0.94	-30	-8	0	-2	-7	9	3.0
O=c1cc(Cl)[nH]c(=O)n1Cc1ccc(F)cc1	1.1	-38	11	-19	-1	3	10	-2.4
COc1cc(C(=O)Nc2nnc(-c3sccc3C)s2)cc(OC)c1OC	1.2	12	-13	-9	2	-5	i	2.2
Nc1ccc2c(c1)C(=O)N(CCCCCC(=O)O)C2	1	-1	2	1	0	-4	-384	-0.6
Cc1nn(CC(=O)OCC(=O)NCCc2ccc(S(N)(=O)=O)cc2)c(C)c1[N+](=O)[O-]	1.1	8	-8	1	3	1	9	0.7
COc1ccccc1N/C=C/C(=C(C#N)C#N)N(C)C	0.93	36	-2	-10	1	-8	6	-1.0
CCC(C)c1c(N)n(S(=O)(=O)c2ccc(C)cc2)oc1=O (configuration not stated)	·	16	-4	2	-2	·	2	1.0
COc1ccc(CNc2ncc(-c3ccc(F)cc3)n2C)cc1OC	0.94	8	2	2	-1	-22	11	0.0
Cn1c(=O)c2c(nc3n2CC(O)CN3c2ccc(O)cc2)n(C)c1=O (configuration not stated)	1.2	33	-3	0	0	16	4	0.9
CCCN(C(=O)/C=C/c1ccc(S(=O)(=O)N(CC)CC)cc1)C1CCS(=O)(=O)C1 (configuration not stated)	0.76	6	-12	3	-2	-6	4	-1.9
COc1ccc(OC)c(S(=O)(=O)Nc2ccc(O)c(Sc3ncn[nH]3)c2)c1	0.83	30	6	2	1	12	19	-0.4

Other records:
SMILES	hIAP act	PfG6PD inh	ATG4B inh	SENP1 FRET inh	NR3A LBD binder	SENP6 block	SENP8 inh	MPTP inh
O=C(Cc1ccc(F)cc1)Nc1ccc(S(=O)(=O)N2CCCCC2)cc1	1.3	4	-2	4	-20	-5	10	-1.0
Cc1ccc(CN=C2NC(=O)C(CC(=O)NCCc3ccccc3)S2)cc1 (configuration not stated)	1.2	·	·	1	·	-5	12	-2.2
Cc1cc(CC(=O)O)c(C)cc1CC(=O)O	0.99	-9	0	-1	-1	-9	15	1.8
Clc1c(OCCCn2ccnc2)ccc2ccccc12	1.4	-3	0	-1	-1	-18	10	4.2
COC(=O)C1SCCN1S(=O)(=O)c1ccc(Cl)cc1 (configuration not stated)	1.1	4	-6	1	1	-2	42*	0.3
O=C(CSc1nnnn1C1CC1)Nc1cccc(S(=O)(=O)N2CCCC2)c1	0.94	8	-4	0	0	-21	-1	-1.0
CCN(CC(N)=O)S(=O)(=O)c1ccc(Br)cc1	0.91	-7	1	2	1	-18	13	-0.5
Cc1ccc(-c2nsc3c(N4CCC(C(N)=O)CC4)ncnc23)cc1	1	-9	11	0	-2	-21	-290	1.4
COc1ccccc1NC(=O)COc1ccc(-c2nn(C)c(=O)c3ccccc23)cc1	0.9	6	-4	0	-1	4	0	2.0
COc1ccc(C(=O)OC(C)C(=O)NC2CCCCC2C)cc1S(=O)(=O)N1CCOCC1 (configuration not stated)	0.92	8	1	1	0	-1	3	-0.7
COc1cc(C(=O)NCC(=O)NCCN2C(=O)S/C(=C\c3ccc4c(c3)OCO4)C2=O)cc(OC)c1OC	1.3	-10	-3	-4	1	-4	-52	-0.8
Cc1ccccc1C1C(=O)c2ccccc2C1=O	1.2	-1	0	0	-3	-11	15	-0.2
O=C1NC(=O)/C(=C\c2cn(Cc3ccccc3F)c3ccccc23)N1	1.1	-1	-15	-10	-12	-10	-53	-0.8
Cc1ccc(OCC(=O)N[C@@H](C)c2nnc3ccccn23)cc1C	0.97	-19	17	-1	0	-6	4	0.8
O=C(Nc1cccc(C(F)(F)F)c1)Nc1ccc2[nH]c(=O)[nH]c2c1	0.89	22	-3	-26	-7	5	-14	0.3
CCOC(=O)c1ccccc1NC(=O)COC(=O)CSCC(=O)Nc1cc(C)on1	0.94	2	-9	2	0	0	3	-2.0
COc1cccc(C(=O)Oc2ccc(/C=N/NC(=O)c3ccncc3)cc2OC)c1	1.1	3	-15	1	2	-25	-4	0.9
O=C(c1ccccc1)c1nc2ccccc2n(CCCn2c(=O)c(C(=O)c3ccccc3)nc3ccccc32)c1=O	0.83	-11	-4	2	-4	-8	10	3.5
C/C(=N\NC(=O)Cc1c(F)cccc1Cl)c1cccnc1	1	-11	0	3	-1	-20	-3	0.6
Cc1[nH]n(-c2ccccc2)c(=O)c1C1(C(F)(F)F)C(=O)N(c2ccccc2)C2=C1C(=O)CC(C)(C)C2 (configuration not stated)	0.94	-5	-7	-1	13*	-12	-1	-1.4
CCOC(=O)Nc1ccc(S(=O)(=O)Nc2cc(C)nc(C)n2)cc1	1	-24	1	3	-1	-8	15	-0.3
COc1cccc(-c2nc(CS(=O)(=O)CC(=O)NCC(C)c3ccccc3)c(C)o2)c1 (configuration not stated)	1.1	-3	-3	1	-3	7	10	1.0
COc1ccc(S(=O)(=O)N(CC(=O)Nc2ccc(S(=O)(=O)N3CCOCC3)cc2)c2ccccc2)cc1	1	2	-12	0	0	-8	3	5.5
O=C(NCCc1ccccc1)c1ccc(Cl)c(S(=O)(=O)N2CCOCC2)c1	1.2	-10	6	-2	1	-2	8	-0.4
O=C(CNC(=O)c1ccccc1)N/N=C/c1ccccc1Cl	1.1	2	-2	1	-1	5	-1	0.5
CC(/C=N/NC(=O)c1ccco1)=C\c1ccccc1	1.3	10	-8	0	-5	23	-7	-0.9
C/C(=N\Nc1ccccn1)c1cccs1	0.92	16	0	1	0	-21	25	4.4
CCCCCCn1ccc(=N)cc1	1.1	0	-8	2	0	14	21	-1.8
O=C(Nc1ccc2oc(-c3ccccc3)nc2c1)c1ccncc1	0.82	11	-8	0	1	5	-4	0.7

SENP1 FRET inh: entries above that show a hit
mol,hIAP act,PfG6PD inh,ATG4B inh,SENP1 FRET inh,NR3A LBD binder,SENP6 block,MPTP inh
Cc1cc(NC(=O)CSc2nc3ccccc3cc2C#N)no1,0.83,16,-11,55*,-2,-10,-1.0

Ordered by value in ATG4B inh (smallest number first): some entries from above.
Molecule	ATG4B inh
CCOc1ccc(S(=O)(=O)Nc2ccc(S(=O)(=O)N3CCCCC3)cc2)cc1	-10
COc1ccc(/C=N/OCC(=O)N(Cc2ccc(OC)cc2)c2ccccc2C(=O)O)cc1	-8
CCN(CC)CCn1c2c(c(SCC(=O)Nc3ccc(C(C)C)cc3)nc1=O)CCC2	-5
O=C(c1ccccc1)c1nc2ccccc2n(CCCn2c(=O)c(C(=O)c3ccccc3)nc3ccccc32)c1=O	-4
NC(=O)CSc1ncc(-c2ccccc2)[nH]1	-3
O=C(CNC(=O)c1ccccc1)N/N=C/c1ccccc1Cl	-2
CCOCCCn1c(SCC(=O)Nc2cc(OC)ccc2OC)nc2ccccc2c1=O	5
